Compound activity from PubChem.
Apaf-1 inh: human Apaf-1 inhibition; O14727; reconstituted apoptosome caspase-3 activity, DEVD-Rh110 fluorescence; inhibition, % at 20 µM; actives 0.71% (n = 330,000); AID 489030; active = inhibition of at least 40% at 20 µM;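 also: plate controls were DMSO wells for no effect and DEVD-CHO caspase inhibitor wells for full effect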
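System: Apoptosome proteins | Medium: Hepes pH 7.5 with detergent and BSA | Also added: Cytochrome c trigger plus (Z-DEVD)2-Rh110 caspase-3 substrate | Incubation: 30 min compound preincubation, 50 min activation, room temperature | Detection: Rhodamine 110 fluorescence at Ex 480/Em 540 nm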
SENP1 inh: SENP1 (human) catalytic domain inhibition | Q9P0U3 | recombinant SENP1 catalytic domain, CyPet-SUMO1-YPet FRET cleavage | inhibition, % at 10 µM | actives 0.21% (n = 360,000) | AID 624204;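 active = inhibition at least 30% at 10 µM, raw YFP signal under a set limit, fluorescence ratio 0.5 to 1.5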;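 also: 0% = enzyme with DMSO and 100% = no enzyme wells; some results filed as inactive read as strong as hits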
Target sequence (Q9P0U3 419-644 limits assumed): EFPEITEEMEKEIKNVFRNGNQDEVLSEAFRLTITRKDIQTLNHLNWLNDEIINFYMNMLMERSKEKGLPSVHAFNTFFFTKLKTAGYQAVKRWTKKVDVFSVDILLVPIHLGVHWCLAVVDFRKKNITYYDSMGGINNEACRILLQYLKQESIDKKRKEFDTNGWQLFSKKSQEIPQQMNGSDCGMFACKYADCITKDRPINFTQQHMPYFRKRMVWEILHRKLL
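Compound: 10 µM single point, 0.5% DMSO; Test system: hSENP1 catalytic domain, recombinant; Timing: 50 min reaction at room temperature; Technique: FRET, CFP and YFP emission; Control set: no-enzyme wells low, DMSO-plus-enzyme wells high control.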
SENP8 block-1: blocks the human protease SENP8; inhibition, % at 10 µM; actives 1.2% (n = 330,000); Q96LD8; purified SENP8, Z-RLRGG-aminoluciferin cleavage, luminescence; AID 2540; in the data active = inhibition above about 50%
Target sequence (Q96LD8 whole entry, looked up): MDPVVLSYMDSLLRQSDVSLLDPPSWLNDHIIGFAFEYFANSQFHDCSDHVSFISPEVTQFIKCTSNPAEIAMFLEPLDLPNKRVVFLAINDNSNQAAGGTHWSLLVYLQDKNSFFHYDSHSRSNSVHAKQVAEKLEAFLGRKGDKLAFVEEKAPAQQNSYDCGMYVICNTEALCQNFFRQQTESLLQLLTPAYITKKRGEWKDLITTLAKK
SENP7 block: blocks the human protease SENP7; recombinant SENP7, Z-RLRGG-aminoluciferin luminescence, 40 min; actives 1.5% (n = 330,000); inhibition, % at 5 µM;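 active = inhibition above about 50% at the single test dose, limit read from the data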;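 also: plate controls were DMSO with enzyme for no effect and no enzyme buffer wells for full effect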
Target sequence (Q9BQF6 706-1050 limits assumed): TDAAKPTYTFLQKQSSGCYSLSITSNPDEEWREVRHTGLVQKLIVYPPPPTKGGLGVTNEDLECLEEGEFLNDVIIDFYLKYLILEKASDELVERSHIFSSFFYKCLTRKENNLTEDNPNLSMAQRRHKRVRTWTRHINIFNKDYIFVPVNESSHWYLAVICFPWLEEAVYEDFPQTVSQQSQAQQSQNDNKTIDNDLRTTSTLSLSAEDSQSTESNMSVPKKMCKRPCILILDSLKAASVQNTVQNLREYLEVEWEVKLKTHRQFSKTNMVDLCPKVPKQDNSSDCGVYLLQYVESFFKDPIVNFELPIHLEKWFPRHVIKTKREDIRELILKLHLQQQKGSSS
HKDC1 inhibitor: HKDC1 (human) hexokinase inhibition; Q2TB90; inhibition, % at 20 µM; AID 493160; recombinant HKDC1, G6PDH/diaphorase resazurin coupled fluorescence; actives 0.16% (n = 340,000);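 active = inhibition above about 35% when tested at 20 µM, limit read from the data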;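 also: plate controls were DMSO wells with enzyme for no effect and DMSO wells lacking enzyme for full effect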
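Test system: HK5 enzyme. Quantity: 5 µg/mL HK5 final. Reagent: glucose and ATP substrates. Schedule: 90 min reaction incubation at room temperature, dark. Technique: resazurin-to-resorufin fluorescence via G6PDH and diaphorase coupling, 525/613 nm. Control set: DMSO wells with and without enzyme mix.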
SENP6 inh: blocks the human protease SENP6 | Recombinant SENP6 catalytic domain, aminoluciferin luminescence | Q9GZR1 | actives 1.8% (n = 330,000) | AID 2599 | inhibition, % at 10 µM;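 active = inhibition above about 50% at the single tested dose, limit read from the data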;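 also: plate controls were DMSO wells with enzyme for no effect and DMSO wells lacking enzyme for full effect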
SENP8 block-2: blocks human SENP8 cleavage of Nedd8 substrate; Q96LD8; recombinant SENP8, Nedd8 substrate fluorescence; inhibition, % at 20 µM; actives 0.64% (n = 360,000); AID 602440; in the data active = inhibition mostly above about 40%, no sharp cut-off; inactive = mostly below about 27%
PfGluPho inh: PfG6PD (Plasmodium falciparum) enzyme inhibition; PfGluPho enzyme, NADPH resazurin-diaphorase fluorescence; inhibition, % at 20 µM; actives 0.78% (n = 350,000); AID 504690;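 active = inhibition reaching at least a set limit at 20 µM in the primary screen, cut at about 59% in these data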;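 also: 0% = DMSO wells with substrate and 100% = DMSO wells lacking glucose-6-phosphate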
* = called active by the depositor; . = not tested or not shown.

SMILES	Apaf-1 inh	SENP1 inh	SENP8 block-1	SENP7 block	HKDC1 inhibitor	SENP6 inh	SENP8 block-2	PfGluPho inh
CN(C)c1ccc(C=C(c2nnnn2-c2ccccc2)c2nnnn2-c2ccccc2)cc1	11	-23	-1	7	-4	-1	-2	-2
C#CCOCCOCCOCCNc1nc(N2CCN(C(=O)[C@H](CCCCN)n3cc(CN)nn3)CC2)nc(N2CCN(C(=O)[C@H](CCC(=O)O)n3cc([C@@H](N)CCCCN)nn3)CC2)n1	38	-2	1	-3	-21	-7	9	12
Cc1cc(C(F)(F)F)n(-c2nc(C(=O)NNS(=O)(=O)c3ccccc3[N+](=O)[O-])cs2)n1	14	8	-1	8	-1	-7	-1	-12
CCN1CCN(C(c2cccs2)C(C)NC(=S)Nc2cc(C)ccc2C)CC1 (configuration not stated)	-17	2	0	2	-4	-3	27	-14
C/C=C(/C)C(=O)O[C@@H]1c2cc3c(c(OC)c2-c2c(cc(OC)c(OC)c2OC)[C@@H](OC(C)=O)[C@@H](C)[C@H]1C)OCO3	13	1	1	-4	-1	0	11	18
CCn1c(COc2cccc(C)c2)nnc1SCC(=O)N1CCCC1	-7	-21	-10	-4	-10	-7	4	-8
Cc1cc(C)cc(-c2nc(-c3ccncc3)no2)c1	7	-1	66*	61*	1	74*	5	-9
O=C(Oc1cccc(-n2cnnn2)c1)c1ccccc1Cl	-7	0	-11	4	-4	-19	0	4
O=C(c1ccc(F)cc1F)C1CCN(c2ccc([N+](=O)[O-])cn2)CC1	-5	-3	-13	-1	4	-16	36	12
CC(=O)c1ccc(Nc2cc(C)nc3c(C)cc(C)cc23)cc1	-2	-3	2	-3	16	10	-388	19
CCCCn1nc2cc(C(=O)NCc3ccccc3OC)ccc2c1OCC	-1	1	0	3	-5	-1	-481	-5
O=C(NCCCN=C1NS(=O)(=O)c2ccccc21)c1ccc(S(=O)(=O)N2CCCCC2)cc1	-1	1	8	-6	-5	-9	36	-6

Brought forward from above: 4 compounds, followed by the next part.
SMILES	Apaf-1 inh	SENP1 inh	SENP8 block-1	SENP7 block	HKDC1 inhibitor	SENP6 inh	SENP8 block-2	PfGluPho inh
O=C(c1ccc(F)cc1F)C1CCN(c2ccc([N+](=O)[O-])cn2)CC1	-5	-3	-13	-1	4	-16	36	12
CC(=O)c1ccc(Nc2cc(C)nc3c(C)cc(C)cc23)cc1	-2	-3	2	-3	16	10	-388	19
CCCCn1nc2cc(C(=O)NCc3ccccc3OC)ccc2c1OCC	-1	1	0	3	-5	-1	-481	-5
O=C(NCCCN=C1NS(=O)(=O)c2ccccc21)c1ccc(S(=O)(=O)N2CCCCC2)cc1	-1	1	8	-6	-5	-9	36	-6
O=C(c1cc(-c2ccco2)on1)N1CCOCC1	-13	-1	10	5	3	5	10	-15
C[C@@H]1COC(=O)[C@@H](CC(=O)OC(C)(C)C)C/C=C\C[C@H](CC(=O)N(CCO)Cc2ccccc2)C(=O)N1	-2	0	-3	2	-7	-9	12	4
O/N=C/c1cc2ccccc2n1Cc1ccccc1F	5	-1	-3	3	1	-10	11	-7
O=C1C(Cc2ccccc2)Nc2ncnc(N3CCc4ccccc4C3)c2N1Cc1ccc(Cl)cc1 (configuration not stated)	33	-29	-1	3	8	6	-154	24
Cc1cccc(-c2nc(C#N)c(NCC3CCCO3)o2)c1 (configuration not stated)	-9	1	-4	-1	1	-5	-296	3
COc1ccc(C2/C=C\CN(S(=O)(=O)/C=C/c3ccccc3)[C@H](Cc3ccccc3)C(=O)N2Cc2ccc(F)cc2)cc1 (some centres not stated)	12	.	-6	-1	-3	-13	.	24
CCCCNC(=O)OC(C)CNC(=O)OC (configuration not stated)	-16	-1	5	-2	4	-5	11	0
CC(C)(C)CC(=O)NCc1ccc(F)cc1	5	3	1	12	-4	-8	32	-20
COc1ccc2nc(NC(=O)C3=NN(c4ccccc4)C(=O)CC3)sc2c1	8	-8	-8	-9	6	3	-60	-8
Cc1ccc(N2CSC3=C(C#N)C(c4cccs4)CC(=O)N3C2)cc1 (configuration not stated)	30	-49	-7	6	15	11	-22	70*
Cc1ccncc1CNC(=O)c1ccccc1	.	2	.	.	-2	.	8	10
O=C(NCC1CCCO1)c1cccc(F)c1 (configuration not stated)	11	-1	-1	6	-6	-11	15	-6
CSc1ccc(CN2CCC(CO)(Cc3ccc(Cl)cc3)CC2)cc1	4	1	-4	-5	0	-9	26	10
Cc1nnc(N(C)C(=O)c2cnccn2)s1	-1	0	10	1	-3	-5	11	0
Cc1ccc(-c2nc(CS(=O)CC(=O)NCCN3CCOCC3)c(C)o2)cc1 (configuration not stated)	9	0	-2	4	-2	-14	5	-1
O=S(=O)(Nc1ccc(Br)cc1)c1cccc(NC(=S)NCCN2CCOCC2)c1	7	3	4	-9	-2	-20	8	10
Oc1ccc(Nc2nnc(-c3ccc(O)cc3)c3ccccc23)cc1	16	2	-1	-6	-1	1	18	12
Cc1c(C(=O)O)c(-c2ccccc2)nn1-c1ccccc1	-2	1	-1	1	-4	-17	-1	10
CCCNS(=O)(=O)c1ccc(CCC(=O)N2CCN(c3ccc(OC)cc3)CC2)cc1	6	4	-12	-5	-5	-14	11	-5
CS(=O)(=O)N(CC(=O)N1CCCCCC1)Cc1ccc(Cl)cc1	-4	1	-4	6	-4	-22	23	0
O=C(COc1ccccc1Cl)NCC(c1cccs1)N1CCOCC1 (configuration not stated)	2	0	-6	11	-4	-3	1	6
CC(OC(=O)CNC(=O)C1CCCCC1)C(=O)NCc1ccccc1 (configuration not stated)	7	2	-11	-1	-5	-27	-8	10
COc1cccc([C@@H]2Oc3ccc(OC)cc3C(=O)[C@H]2OC(=O)Nc2cc(OC)c(OC)c(OC)c2)c1	9	.	-4	11	1	5	.	22
COc1ccccc1C(=O)NNC1=C(C(=O)C(F)(F)F)CCC1	0	3	3	-8	-10	-28	-32	-14
COc1ccc(-c2cn(CCO)c(CCN)n2)cc1	1	1	-13	13	-6	-2	9	6
O=C(Nc1cc(Cl)ccc1N1CCOCC1)c1cccnc1Cl	-16	1	8	6	-3	-10	6	5
O=C(CSc1n[nH]c(=O)[nH]c1=O)c1ccccc1[N+](=O)[O-]	-13	-1	7	1	1	-5	16	13
O=C(COC(=O)c1ccc([N+](=O)[O-])o1)NC12CC3CC(CC(C3)C1)C2	23	2	38	11	-1	14	35*	23
CCCC(C(=O)NC(C)(C)C)N(Cc1ccc(F)cc1)C(=O)c1snc(C(N)=O)c1N (configuration not stated)	-108	-8	-12	11	-2	-22	-388	9
CCCSc1nc2[nH]ncc2c(=O)[nH]1	6	2	1	2	2	3	13	-4
CCn1c(=O)c(C(=O)NCc2ccc(OC)c(OC)c2)c(O)c2ccccc21	0	-1	-2	-9	-7	-3	-8	-16
CCOC(=O)c1[nH]c2ccccc2c1NC(=O)C1CCCCC1	-14	1	-3	-9	-7	-39	-279	-8
Cc1ccc(Cn2c(=O)c3ccccc3n3c(CCC(=O)O)nnc23)cc1	7	1	1	0	4	-9	12	-21
COc1cc(CN(C2CC2)S(=O)(=O)c2ccccc2Br)cc(OC)c1	28	1	.	-5	0	.	21	13
CC(CNC(=O)CCS(=O)(=O)c1ccc2c(c1)oc(=O)n2C)c1ccccc1 (configuration not stated)	-3	-6	6	0	-4	3	9	-1
COC(=O)c1cccnc1N1CCN(c2ccccc2F)CC1	-16	0	3	-2	-4	6	10	-4
OC(c1ccc(F)cc1)(C1CCCCC1)C(CN1CCOCC1)c1ccccc1 (configuration not stated)	14	-1	3	5	6	2	10	14
O=C(CN1CCN(c2ccc(O)cc2)CC1)NCC(=O)Nc1ccc(F)c(F)c1F	-3	-2	-1	-9	3	-2	-2	67*
[2H]C([2H])(CCOS(N)(=O)=O)c1ccccc1	6	2	-5	3	-4	-3	4	-1
COC(=O)c1cc(COc2ccc3oc(C)c(C(=O)OC)c3c2)c(C)o1	0	2	-2	-1	1	-7	4	-3
COc1cc(C2c3c(-c4cc(C)cc(C)c4O)n[nH]c3C(=O)N2CCCO)cc(OC)c1OC (configuration not stated)	4	4	-3	-6	8	0	23	-8
COc1ccc(S(=O)(=O)N[C@@H](C)C(=O)OCC(=O)Nc2cc3oc4ccccc4c3cc2OC)cc1	-14	0	3	4	18	-2	16	4
COc1ccc(CCN2CC(C(=O)NCCc3ccccn3)CCC2=O)cc1 (configuration not stated)	2	0	-2	12	-1	-3	8	-13
O=C(Nc1ccccc1Cl)c1ccc2c(c1)N(Cc1ccc(F)cc1)C(=O)CS2=O (configuration not stated)	1	1	-4	5	-5	3	8	7
CC(=O)NCCC(=O)Nc1cc(S(=O)(=O)N2CCCCC2)ccc1Oc1ccccc1	1	0	1	-1	-1	-14	5	5
Cc1oc(-c2ccccc2)nc1C(=O)Nc1nccs1	12	-18	-5	-3	2	-14	6	16
CCOC(=O)[C@@H]1[C@H]2COc3ccccc3[C@@H]2N2C(=O)N(c3ccc(C(F)(F)F)cc3)C(=O)[C@]12C	14	0	-1	-3	5	10	38	12
N#C/C(=C(/O)COC(=O)COc1cccc(Br)c1)c1nc2ccccc2[nH]1	-1	-84	3	1	-3	-3	-61	4
O=C(O)CSC(C(=O)Nc1ccc(C(F)(F)F)cc1)c1ccccc1 (configuration not stated)	5	1	-3	4	-7	-6	14	-12
CCC12CN3CCN(CC(C3)/C1=N\NC(=O)c1ccc(C(C)(C)C)cc1)C2	-7	-3	-3	-8	-4	-12	8	-4
Cc1[nH]c2ccccc2c1C(=O)CSC(=S)N1CCOCC1	-5	0	-6	18	3	-8	18	23
COc1ccc(NC(=O)c2ccc(NC(=O)CN(C)CC(=O)Nc3c(C)cccc3C)cc2)cc1	-12	1	-1	2	5	-15	19	-9
CC1(C)C2CCC1(CS(=O)(=O)NCc1ccc(C(F)(F)F)cc1)C(=O)C2 (configuration not stated)	8	2	-3	2	-2	3	7	-2
CCc1nnc(NC(=O)c2cc(-c3cccnc3)nc3ccccc23)s1	6	1	0	2	5	-12	4	-17
O=C(Nc1ccccc1Cl)C(Cl)C(=O)c1ccccc1 (configuration not stated)	8	1	-6	-6	-1	1	4	-6
CSc1sc(C)cc1C=O	-15	0	-2	7	-6	-5	9	-2
CCOc1ccc(C(=O)NC(=S)Nc2ccc(NC(=O)CC)cc2)cc1[N+](=O)[O-]	4	-1	-3	-1	5	-7	12	14
CC[C@]12c3[nH]c4ccccc4c3CCN1C(=O)C(CC(=O)NCc1cccc(C(F)(F)F)c1)C[C@@H]2C(=O)N1CCN(C(=O)C2CC2)CC1 (some centres not stated)	13	1	0	-1	-1	5	4	4
CCC(C)(C)NC(=O)/C=C/c1cccs1	0	1	-5	-4	2	2	5	-14
COC(=O)c1cn(NC(=O)c2ccc([N+](=O)[O-])cc2Cl)c(=O)c2ccccc12	-3	1	4	1	7	0	18	-27

Continuation.
SMILES	Apaf-1 inh	SENP1 inh	SENP8 block-1	SENP7 block	HKDC1 inhibitor	SENP6 inh	SENP8 block-2	PfGluPho inh
CCC(C)N1CC23C=CC(O2)C(C(=O)OCc2ccccc2)C3C1=O (configuration not stated)	-7	-1	-6	2	-6	-6	17	-10
O=c1[nH]c(NC2CCCCC2)c([N+](=O)[O-])c(=O)[nH]1	3	-2	-3	3	-2	7	18	-14
O=C(CSc1nnc(COc2ccc(Cl)cc2)o1)N1CCN(c2ccccc2)CC1	-8	0	-3	-7	-6	-5	1	1
CCOc1ccc(C(CC(=O)O)NC(=O)c2sc3ccccc3c2Cl)cc1 (configuration not stated)	8	1	0	7	-5	-3	20	-12
